High-throughput results (PubChem BioAssay)
IDE cell activ = human IDE activators in live cells, primary screen, fluorescence polarization, HEK cells, FAbeta-B substrate. Insulin-degrading enzyme (Homo sapiens), P14735. activation, % at 5.96 µM. FAbeta-B cleavage; 0% vehicle, 100% cell-free pure enzyme wells. hit rate 0.073% among 340,000;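 active = activation above the mean of all tested compounds plus 3 SD, set per screening campaign, cut at about 17% in these data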
IDE cell inh = human IDE inhibitors in live cells, primary screen, fluorescence polarization, HEK cells, FAbetaB substrate; Insulin-degrading enzyme (Homo sapiens), P14735; FAbetaB cleavage; hit rate 0.41% among 320,000; inhibition, % at 5.59 µM; AID 434962, 2010;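 active = percent inhibition above the average of all tested compounds plus 3 SD, set per screening campaign, cut at about 16% in these data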;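 also: IDE supplied by intact live HEK cells; FP after avidin binding of uncleaved biotin substrate so inhibition keeps polarization high; 0% = DMSO wells and 100% = 60 µM reference IDE inhibitor Ii1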
HCV NS3 hel inh = inhibitors of HCV NS3 helicase, primary screen, biochemical, Cy5 molecular beacon fluorescence; Hepatitis C virus NS3 helicase; NS3 helicase DNA unwinding; inhibition, % at 10.9 µM; hit rate 0.56% among 290,000; AID 1800, 2009;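 active = inhibition above the mean of all tested compounds plus 3 SD, set per campaign, cut at about 35% in these data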;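 also: 0% = DMSO wells and 100% = thioflavine S control wells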
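System: NS3 helicase fragment of HCV / Schedule: 1 h at 25 °C / Control set: DMSO alone as 0% and 110 µM thioflavine S as 100% / Reagent: Cy5/quencher beacon DNA duplex and ATP to start / Technique: Cy5 fluorescence / Replication: singlicate / Evaluation: % inhibition of end-to-start signal ratio versus controls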
CRFBP-R2 block = antagonists of CRF-BP/CRF-R2 complex, primary screen, cell-based, HEK293, calcium dye fluorescence, uHTS; hit rate 0.59% among 350,000; AID 588475, 2011; CRF-induced calcium fluorescence; inhibition, % at 11.8 µM;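 active = inhibition of the ligand-induced calcium signal above about 50% at the single tested concentration, limit read from the data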
GalR3 antag = GalR3 antagonists in HEK293 cells, primary screen, cell-based, fluorescence readout | Galanin receptor type 3 (Homo sapiens), O60755 | HEK293 GalR3-CNG cAMP membrane potential fluorescence; galR3 body fused to GalR1 C-terminus | inhibition, % at 3 µM | hit rate 0.44% among 360,000 | AID 651719, 2012;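 active = inhibition above the screen-wide average plus 3 SD, cut at about 13% in these data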;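 also: forskolin and galanin both at EC90 stimulate the cells; cAMP rise reported by CNG channel membrane potential dye signal; 0% = forskolin plus galanin with DMSO and 100% = forskolin alone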
Target sequence (O60755 1-299 limits assumed): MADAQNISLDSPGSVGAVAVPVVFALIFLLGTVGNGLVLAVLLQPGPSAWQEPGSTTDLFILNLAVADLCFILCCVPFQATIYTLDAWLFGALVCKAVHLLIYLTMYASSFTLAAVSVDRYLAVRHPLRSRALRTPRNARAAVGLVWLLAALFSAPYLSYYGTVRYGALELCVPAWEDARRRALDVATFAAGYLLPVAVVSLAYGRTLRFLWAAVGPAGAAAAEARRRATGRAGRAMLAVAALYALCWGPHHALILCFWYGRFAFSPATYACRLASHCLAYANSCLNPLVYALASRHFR
VIM-2 inh = VIM-2 metallo-beta-lactamase inhibitors, primary screen, biochemical, epi-absorbance readout, Pseudomonas aeruginosa enzyme. hit rate 0.89% among 290,000. purified VIM-2, nitrocefin hydrolysis, epi-absorbance fluorescence. AID 1527, 2009. inhibition, % at 5.6 µM;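 active = inhibition above the mean of all tested compounds plus 3 SD, cutoff set per screening run, cut at about 7.5% in these data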;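 also: red hydrolysis product quenches plate fluorescence so inhibitors raise well fluorescence; 0% = enzyme with DMSO and 100% = DMSO without enzyme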
IMP-1 inhibitor = IMP-1 metallo-beta-lactamase inhibitors, primary screen, biochemical, epi-absorbance readout, Pseudomonas aeruginosa enzyme; metallo-beta-lactamase IMP-1 (Pseudomonas aeruginosa); purified IMP-1, nitrocefin hydrolysis, epi-absorbance fluorescence; inhibition, % at 5.6 µM; hit rate 0.45% among 290,000; AID 1556, 2009;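 active = inhibition above the mean plus 3 SD of all compounds in the same screening run, cut at about 4.5% in these data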;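 also: 0% = IMP-1 with DMSO and 100% = DMSO wells lacking enzyme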
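Assay system: purified IMP-1; Quantity: IMP-1 0.2 nM before substrate addition; Medium: HEPES buffer pH 7.1 with ZnSO4 and Brij 35; Incubation: 15 min enzyme–compound preincubation, then 25 min nitrocefin reaction, 25 °C; Signal: fluorescence quenching readout, ex 480/em 530 nm; Controls: DMSO with and without IMP-1; Repeats: singlicate testing.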
pCIP destab = p/CIP-EGFP fusion destabilizers, primary screen, fluorescence, F442A cells; Q05BA5; 16 h; decrease of EGFP signal, % at 10 µM; hit rate 0.01% among 290,000;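 active = EGFP signal decrease of at least 30% at 10 µM or well 3 SD below plate mean, unless failing retest; inactive = the rest, including hits failing retest or dose response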; also: some compounds called inactive have numbers as strong as hits; many of its hits are not listed in these tables
SUMO HTRF inh = inhibitors of in vitro SUMOylation cascade, primary screen, biochemical, HTRF, uHTS; HTRF SUMOylation assay, SAE1/SAE2 + UBC9; inhibition, % at 35 µM; AID 2006, 2009; SUMO-conjugating enzyme UBC9 (Homo sapiens), P63279; hit rate 0.36% among 290,000; in the data active = inhibition above about 50%, passing the limit was not always enough; also: strong numbers were not always called active
Target sequence (P63279 whole entry, looked up): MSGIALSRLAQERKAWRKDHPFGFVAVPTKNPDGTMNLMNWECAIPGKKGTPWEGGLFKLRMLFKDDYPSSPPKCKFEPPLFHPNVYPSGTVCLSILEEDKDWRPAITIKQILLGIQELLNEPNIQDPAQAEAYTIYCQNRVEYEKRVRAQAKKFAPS
Numbers without * were called inactive; nt = not tested or not shown.

The opening 2 compounds, ahead of the listing:
IDE cell inh,GalR3 antag,IMP-1 inhibitor,pCIP destab,HCV NS3 hel inh,VIM-2 inh,SUMO HTRF inh,IDE cell activ,CRFBP-R2 block,SMILES
-5.5,-3.0,-2.6,-5.6,3.0,-1.5,-10.4,4.5,-3.5,O=C(c1ccc(-c2nnc(-c3ccccc3)o2)cc1)N1CCCCCC1
2.4,-7.2,-2.7,-5.6,5.1,-0.3,-3.6,nt,-30.7,O=C(NCC1CCCO1)C(c1ccc(F)cc1)N(CCCN1CCOCC1)C(=O)c1ccc(-c2ccccc2)[nH]1 (stereo unspecified)

The list itself, from the start:
IDE cell inh,GalR3 antag,IMP-1 inhibitor,pCIP destab,HCV NS3 hel inh,VIM-2 inh,SUMO HTRF inh,IDE cell activ,CRFBP-R2 block,SMILES
-5.5,-3.0,-2.6,-5.6,3.0,-1.5,-10.4,4.5,-3.5,O=C(c1ccc(-c2nnc(-c3ccccc3)o2)cc1)N1CCCCCC1
2.4,-7.2,-2.7,-5.6,5.1,-0.3,-3.6,nt,-30.7,O=C(NCC1CCCO1)C(c1ccc(F)cc1)N(CCCN1CCOCC1)C(=O)c1ccc(-c2ccccc2)[nH]1 (stereo unspecified)
-1.9,-0.9,-1.0,4.1,-8.5,-2.7,0.2,3.8,4.0,COc1ccc(/C(C)=N\NC(=O)CSc2nnc(C)s2)cc1
-3.3,3.7,-1.1,-27.4,2.7,-7.4,-10.0,3.0,-30.1,O=C1CC(c2ccccc2)CC(O)=C1C=Nc1ccccc1Cl (stereo unspecified)
-1.2,-3.7,-1.4,-8.6,3.6,-1.1,7.3,-2.9,33.8,Cc1cc(C(=O)NCc2cccs2)c(C)o1
2.2,-3.2,-1.5,-40.1,-6.1,3.1,-9.2,4.1,27.4,COc1ccc(N2CCN(C(=O)COc3ccc4c(C)cc(=O)oc4c3)CC2)cc1
3.5,-4.3,-4.8,-0.5,-3.6,-1.8,19.2,3.5,7.4,CCOc1ccccc1CNC(=O)C1CCC(=O)N1C(C)C (stereo unspecified)
3.2,-1.2,-1.3,-0.6,14.3,-0.9,19.0,-4.3,2.4,Cn1nc(C(F)(F)F)c(-c2ccccc2)c1NC(=O)c1nccnc1C(=O)O
0.6,-8.6,-1.2,-8.4,1.3,2.1,18.4,5.8,-3.9,CCn1c(O)c(N=NC(=O)CNC(=O)/C=C/c2ccccc2)c2ccccc21
0.5,-5.1,-4.3,-6.3,-20.5,-2.8,-1.2,-1.7,3.5,C[C@@H](C(=O)Nc1ccc2ccccc2c1)[C@@H]1C[C@@]1(C)[C@@H](NC(=O)c1cccnc1)c1ccccc1
10.6,-0.4,nt,nt,nt,nt,nt,-2.0,0.8,COc1ccc(OC)c(S(=O)(=O)N2CCC3(CC2)OCCN3S(=O)(=O)c2ccccc2)c1
-0.2,-3.9,nt,nt,nt,nt,nt,2.4,-6.7,COc1ccc(CCNC(=O)Cc2ccc(NS(=O)(=O)c3ccc(F)cc3)cc2)cc1OC
-7.1,0.8,-3.4,2.7,3.6,-0.4,6.9,2.3,17.2,COc1ccc(-c2ccc(SCC(=O)NCc3ccc4c(c3)OCO4)nn2)cc1OC
2.8,-13.8,-0.5,1.0,-15.9,1.2,3.9,2.6,-19.6,O=C(Nc1ccccc1)N1N=C(c2cccs2)CC1c1cccs1 (stereo unspecified)
7.1,-0.2,-1.8,-3.4,-4.8,-0.4,2.4,2.1,-6.7,CC(C)=CCc1c(C)nc2ccccc2c1C(=O)O
5.0,-3.6,-3.1,4.5,-0.5,-4.1,24.9,5.1,25.4,CCN(CC)S(=O)(=O)c1cccc(C(=O)Oc2cccnc2)c1
-3.5,-6.5,0.2,-2.1,0.7,1.0,-7.2,4.3,-99.7,CC(C)CC(=O)NC(=S)Nc1ccc(N2CCOCC2)c(Cl)c1
-0.1,-10.6,-3.5,3.1,0.4,-3.4,3.1,0.6,-0.6,O=C(NC1CCCC1)C(c1ccccc1)N(Cc1ccccc1)C(=O)c1csnn1 (stereo unspecified)
4.2,1.7,-3.1,0.5,2.5,-1.9,16.7,-9.1,18.4,CCOC(=O)N1CCC(Nc2c(N3CCN(c4cc(Cl)ccc4C)CC3)c(=O)c2=O)CC1
-0.3,-7.3,-2.5,-16.8,3.1,-0.5,5.4,-0.1,-14.9,CCOC(=O)C1C(c2ccc(C(=O)O)cc2)NC(=O)NC1(O)C(F)(F)F (stereo unspecified)
3.4,-5.3,-1.9,-13.0,1.8,-0.4,15.0,-2.4,2.1,O=C(CNCC1CCCO1)N1CCCCCC1 (stereo unspecified)
9.5,0.2,-0.7,9.4,6.1,-2.1,1.9,4.3,-3.3,CCCCN(CCCNC(=O)Cn1ncc2ccsc2c1=O)Cc1ccccc1
2.8,-1.7,-2.3,-0.7,-4.9,-0.7,24.8,1.1,1.4,COC(=O)c1ccc2c(=O)n(Cc3ccco3)c(SCC(=O)Nc3cc(C)on3)nc2c1
-10.9,1.6,-0.7,8.0,9.0,-1.0,7.2,2.1,-15.3,CCOCCCNC(=O)C(NC(=O)Cc1cccs1)c1ccc(Cl)cc1 (stereo unspecified)
2.6,nt,-1.6,-9.4,-9.3,-0.9,19.8,3.6,-7.2,CCc1cccc(NC2c3ccccc3C(=O)N2c2cccnc2)c1 (stereo unspecified)
-6.0,-7.4,-0.9,-1.1,-9.7,0.8,22.8,6.0,-10.5,Cc1ccc(-c2cc(C(=O)N3CCOCC3)c3cc(C)ccc3n2)cc1
2.0,-3.2,nt,nt,nt,nt,nt,3.0,-5.5,CCC(=O)c1ccc(OCC(=O)N(CC)CC(=O)Nc2ccccc2OC)cc1
0.5,-0.6,-1.8,-7.5,5.3,2.7,21.3,3.4,2.7,CCOC(=S)SCc1cn2ccc(C)cc2n1
3.1,-5.3,0.2,-3.2,1.1,-4.1,11.8,-8.0,15.7,O=C(NNC(=O)c1ccc(-c2ccccc2)cc1)c1ccccc1
4.7,-0.6,-2.2,4.2,3.2,-2.4,6.2,-0.3,4.9,COCCn1nnnc1CN1CCC(Cc2ccccc2)CC1

Taken from above:
CCOc1ccccc1CNC(=O)C1CCC(=O)N1C(C)C (stereo unspecified) in SUMO HTRF inh → 19.2
CC(C)CC(=O)NC(=S)Nc1ccc(N2CCOCC2)c(Cl)c1 in HCV NS3 hel inh → 0.7

(next part)
IDE cell inh,GalR3 antag,IMP-1 inhibitor,pCIP destab,HCV NS3 hel inh,VIM-2 inh,SUMO HTRF inh,IDE cell activ,CRFBP-R2 block,SMILES
-2.8,-0.1,-3.6,8.4,-3.4,-4.2,23.5,5.6,-6.6,COc1ccc(NC(=O)CN(C)S(=O)(=O)c2cccs2)cc1
0.5,-5.8,-4.0,-7.0,-7.6,-0.1,6.6,1.2,3.0,COc1ccc(NC(=O)c2ccccn2)cc1OC
1.1,1.1,0.3,-3.4,7.8,2.9,-3.7,7.5,3.0,CCOc1ccc(-c2cc(C(=O)Nc3ccc4c(c3)OCCO4)c3ccccc3n2)cc1
-1.5,-2.5,1.9,-14.6,-1.1,1.5,21.1,0.7,30.4,CCCNC(=O)c1cc2c(C(F)(F)F)nn(C)c2s1
0.9,-6.4,-4.0,-5.7,-6.2,-3.0,14.2,4.3,-4.8,COc1ccccc1N1C(=O)c2ccc(C(=O)Nc3cccc(C(C)=O)c3)cc2C1=O
1.7,-6.7,nt,nt,nt,nt,nt,-0.2,-8.0,CCCOc1ccccc1OCC(=O)Nc1ccc(S(=O)(=O)N2CCCCC2)cc1
-1.8,-0.2,-4.4,2.4,11.3,-3.9,9.3,7.8,27.8,COc1ccc(N(Cc2ccccc2)S(=O)(=O)c2cccc(C(=O)O)c2)cc1
3.6,0.1,-4.5,-8.9,11.6,-3.0,9.6,-1.5,7.6,COc1ccc(NC(=O)[C@@H]2CCCN2C(=O)[C@@H]2Cc3ccccc3CN2C(=O)OC(C)(C)C)cc1
0.7,-3.4,-1.5,-9.1,0.8,-1.2,-2.8,3.9,33.2,O=C(/C=C/Nc1ccccc1)c1cnc(-c2ccccc2)s1
4.7,-10.3,-1.5,-1.5,-2.0,-0.3,-4.0,-7.3,6.3,COc1ccc(NC(=O)C2CC(c3cccc(Br)c3)=NO2)cc1OC (stereo unspecified)
1.9,-2.2,-0.4,-14.3,8.8,-0.4,14.5,10.7,7.7,O=c1c(Cl)c(NCCO)cnn1-c1cccc(Cl)c1
3.3,-1.5,-1.8,-2.9,-15.1,-1.9,2.0,2.6,0.1,CCCS(=O)(=O)N1CCCC(C(=O)Oc2ccc(C)c(C)c2)C1 (stereo unspecified)
-2.1,3.3,-3.9,4.4,-2.3,-2.2,-4.7,6.3,-8.2,CCOC(=O)c1ccc(NC(=O)N2CCOCC2)cc1
2.7,3.6,-0.9,-7.1,-47.1,76.8*,5.5,2.4,11.8,CCOC(=O)N1CCN(S(=O)(=O)c2ccc(C(=O)Nc3sc4c(c3C(=O)OC)CCN(C)C4)cc2)CC1
-2.9,1.0,-1.4,1.9,6.0,1.9,6.8,4.4,12.0,Cc1ccc(NC(=O)CN2CCCCCC2)cc1[N+](=O)[O-]
-4.5,-4.6,-3.7,-2.6,15.5,-3.1,-9.8,1.6,8.1,CC1CCN(C(c2ccc(N(C)C)cc2)c2nnnn2Cc2ccccc2)CC1 (stereo unspecified)
2.3,-7.0,-1.0,1.7,0.7,0.5,6.0,1.8,-4.9,CN(Cc1c(F)cccc1Cl)C(=O)c1cc2ccccc2o1
-0.3,1.1,-2.3,-3.8,8.3,-3.4,15.5,2.4,-7.4,COCCCNc1nc2nonc2nc1N1CCN(Cc2cccc(C)c2)CC1
